TDP1 inh – TDP1 (human) enzyme inhibition; Q9NUW8; Potency, µM (top dose mostly 130 µM), for the others: at the top dose activity change, negative = inhibition, hits mostly inhibitors; 0.28% of 350,000 active; recombinant TDP1, AlphaScreen DNA substrate cleavage; also: nearly all actives have a fitted effect of over 40% in size
Target sequence (Q9NUW8 whole entry, looked up): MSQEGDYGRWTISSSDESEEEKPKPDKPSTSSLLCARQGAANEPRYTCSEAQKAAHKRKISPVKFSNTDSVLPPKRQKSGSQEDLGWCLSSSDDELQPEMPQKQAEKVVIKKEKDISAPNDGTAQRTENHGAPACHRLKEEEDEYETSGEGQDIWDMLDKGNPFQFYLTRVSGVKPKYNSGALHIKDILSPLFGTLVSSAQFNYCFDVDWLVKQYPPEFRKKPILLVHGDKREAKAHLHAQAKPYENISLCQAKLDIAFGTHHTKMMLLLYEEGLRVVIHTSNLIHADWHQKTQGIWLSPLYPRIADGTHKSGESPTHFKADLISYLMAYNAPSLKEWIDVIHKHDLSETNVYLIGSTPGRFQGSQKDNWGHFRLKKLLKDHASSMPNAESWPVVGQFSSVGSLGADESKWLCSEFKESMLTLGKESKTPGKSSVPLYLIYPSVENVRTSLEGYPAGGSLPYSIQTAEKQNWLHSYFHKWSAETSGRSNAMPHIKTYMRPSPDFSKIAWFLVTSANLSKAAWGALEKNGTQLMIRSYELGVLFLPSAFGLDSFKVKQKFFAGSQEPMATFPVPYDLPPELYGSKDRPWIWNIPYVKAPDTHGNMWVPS
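Enzyme-compound mixtures sat 15 min at room temperature, followed by a 5 min reaction with 15 nM final substrate and 10 min with AlphaScreen beads. Recombinant human Tdp1 was used at 1 nM final.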
FEN1 inh – human FEN1 inhibition; P39748; 0.35% of 390,000 active; Potency, µM (top dose mostly 114 µM), for inactives: top-dose activity change, negative = inhibition, actives largely listed as inhibitors; AID 588795; Recombinant FEN1 flap cleavage, fluorescence, 15 min; also: nearly all actives have a fitted effect of over 65% in size
Target sequence (P39748 whole entry, looked up): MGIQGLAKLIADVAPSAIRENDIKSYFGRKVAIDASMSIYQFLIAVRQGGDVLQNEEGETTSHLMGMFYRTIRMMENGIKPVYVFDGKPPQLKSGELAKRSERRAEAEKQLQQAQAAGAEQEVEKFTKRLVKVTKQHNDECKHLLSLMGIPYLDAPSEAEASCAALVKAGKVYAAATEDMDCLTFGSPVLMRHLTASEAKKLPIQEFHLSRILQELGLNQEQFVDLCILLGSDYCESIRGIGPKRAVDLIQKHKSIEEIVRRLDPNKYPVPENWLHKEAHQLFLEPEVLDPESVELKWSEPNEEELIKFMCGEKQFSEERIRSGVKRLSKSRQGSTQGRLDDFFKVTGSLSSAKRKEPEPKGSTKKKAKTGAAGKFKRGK
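Recombinant FEN1 (10 nM) was preincubated with pin-transferred compounds for 15 min at room temperature, then flap DNA substrate (50 nM final) was added. Plates were read at 0 and 15 min, and normalized concentration–response data were fitted to a four-parameter Hill equation.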
N370S GC mod – N370S glucocerebrosidase modulation, Gaucher chaperone candidate; N370S GC spleen homogenate, 4MU-glucoside fluorescence; Potency, µM (highest dose often 59.4 µM), for the others: top-dose activity change, negative = inhibition, hits mostly inhibitors; 0.092% of 330,000 active; P04062; AID 2101;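 also: 0% = full enzyme activity and -100% = no enzyme basal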
An asterisk follows results filed as active; & = joins results of further samples; [ ] = dose if it differs, or a comment. Calls follow the shape of the dose curve; as a rule, active = well fitted curve in the direction sought with a large enough effect; inconclusive = small, poorly fitted or top-dose-only effect, or another doubt; inactive = no such curve, though single readings can be large; an effect the other way counts as inactive or inconclusive. Unless noted, % is scaled to controls: 0 for no effect and ±100 for the full control effect; potency is read from the fitted curve at half-maximal effect.

`CC(C)[C@@H]1NC(=O)[C@H](CCCCN)NC(=O)[C@@H](Cc2c[nH]c3ccccc23)NC(=O)[C@H](Cc2ccc(O)cc2)NC(=O)[C@@H](NC(=O)[C@H](N)Cc2ccccc2)CSSC[C@@H](C(=O)N[C@@H](Cc2c[nH]c3ccccc23)C(N)=O)NC1=O` gave TDP1 inh 14% and N370S GC mod -2%.
`Cc1ccc(C(=O)Nc2ccc(OCc3cc(=O)n4c(C)csc4n3)cc2)cc1` gave TDP1 inh 1% and FEN1 inh -6%.
Cc1cc([N+](=O)[O-])cc2c1-c1ncccc1C2=Nc1ccccc1 was read as TDP1 inh 6%, FEN1 inh 11% and N370S GC mod -4%.
Screening COCC(C)Nc1nc(C)c(C(C)=O)s1 (stereo not given) returned TDP1 inh 2%, FEN1 inh 5% and N370S GC mod -1%.
CN(Cc1c(C(=O)N/N=C/c2ccc(O)cc2)nnn1-c1nonc1N)C1CCCCC1 was read as TDP1 inh 0%, FEN1 inh -6% and N370S GC mod -3%.
`CCOC(=O)C1CCN(C(=O)CCc2nnc3ccc(NCc4ccco4)nn23)CC1` gave FEN1 inh 5% and N370S GC mod -1%.
COc1ccccc1NC(=O)NC1(C)CCS(=O)(=O)C1 (stereo not given) was read as TDP1 inh 6%, FEN1 inh 0% and N370S GC mod -7%.
For COc1ccc(OC(=O)/C=C/c2ccc([N+](=O)[O-])cc2)cc1 the results were FEN1 inh 4% and N370S GC mod -11%.
`O=C(Nc1cccc(S(=O)(=O)N2CCCCCC2)c1)c1cc(=O)c2ccccc2o1` gave TDP1 inh 7%, FEN1 inh -15% and N370S GC mod -3%.
COc1ccc(CCN(C)C(=O)c2cc(S(=O)(=O)NCc3ccccc3)ccc2C)cc1OC was read as TDP1 inh 0%, FEN1 inh 2% and N370S GC mod -1%.
For COc1ccc(S(=O)(=O)Nc2ccc(NC(C)=O)cc2)cc1Br the results were TDP1 inh -3%, FEN1 inh -5% and N370S GC mod -4%.
`Cc1noc(C)c1COc1ccccc1C(=O)NC(C)c1ccc(Cl)cc1` (stereo not given) gave TDP1 inh 0% and FEN1 inh -14%.
For COC(=O)c1cc(S(=O)(=O)N2CCN(c3cccc(OC)c3)CC2)cn1C the results were TDP1 inh 3%, FEN1 inh -17% and N370S GC mod -22%.
`O=C(NC(=S)NCC1CCCO1)c1ccc(Cl)cc1Cl` (stereo not given) gave TDP1 inh 2%, FEN1 inh 7% and N370S GC mod 2%.
C[C@]12c3[nH]c4ccc(Cl)cc4c3CCN1C(=O)[C@@H](CC(=O)NCCc1ccccn1)C[C@@H]2C(=O)N1CCOCC1 was read as TDP1 inh 0%[56.1 µM] and FEN1 inh -17%.
For O=C(Nc1cc(Cl)cc(Cl)c1)c1cc(S(=O)(=O)N2CCC3(CC2)OCCO3)ccc1F the results were TDP1 inh 3% and FEN1 inh -3%.
`CCOC(=O)c1c(NC(N)=O)sc(C)c1C` gave TDP1 inh 3%, FEN1 inh 3% and N370S GC mod 13%.
`Cc1c[n+](C)ccc1CC1C([N+](=O)[O-])=C[N-]c2ncnn21` (stereo not given) gave TDP1 inh 4%, FEN1 inh 18% and N370S GC mod -13%.
Screening O=C(CSc1nncn1-c1cccnc1)Nc1cccc([N+](=O)[O-])c1 returned TDP1 inh 4%, FEN1 inh 6% and N370S GC mod -1%.
`C/C(=N/OC(=O)c1ccc(F)cc1)c1ccc(C)cc1` gave TDP1 inh 1%, FEN1 inh -1% and N370S GC mod 12%.
For Cc1cc(=O)n2[nH]c(-c3ccc(F)cc3)cc2n1 the results were TDP1 inh -2%, FEN1 inh -2% and N370S GC mod 4%.
`Cc1cc(C)c(S(=O)(=O)Nc2cccc3cccnc23)c(C)c1` gave TDP1 inh -3%&16%, FEN1 inh inconclusive and N370S GC mod 3%.
Screening CC(C)Cc1cc(C(=O)Nc2sc3c(c2C#N)CCC3)no1 returned TDP1 inh -7%, FEN1 inh 7% and N370S GC mod 19%.
Cc1cc(N2CCCCC2)nc2ccc(NC(=O)/C=C/c3ccccc3OC(C)C)cc12 was read as TDP1 inh 6% and FEN1 inh -7%.
`CCc1c(C)nc(N)c(C#N)c1-c1ccccc1` gave TDP1 inh 0%, FEN1 inh 3% and N370S GC mod -2%.
`COc1ccc(CNCCCC(=O)Nc2c(Cl)ccc(C)c2Cl)cc1OC` gave TDP1 inh 5%, FEN1 inh -1% and N370S GC mod -4%.
For CCc1nc2ccc(C(=O)NCc3cccc(Br)c3)cc2nc1CC the results were TDP1 inh 2% and FEN1 inh -3%.
For S=c1[nH]nc(-c2cc(-c3ccccc3)n[nH]2)n1/N=C/C=C/c1ccccc1 the results were TDP1 inh 5%, FEN1 inh 0% and N370S GC mod 0%.
`O=C(/C=C/NCc1cccnc1)C(F)(F)C(F)(F)F` gave TDP1 inh 0%, FEN1 inh 1% and N370S GC mod -1%.
For CCn1c(-c2csc3ccccc23)n[nH]c1=S the results were TDP1 inh 5%, FEN1 inh 0% and N370S GC mod 3%.
For COc1ccc(F)cc1S(=O)(=O)NC1CCCC1 the results were TDP1 inh 3%, FEN1 inh -1% and N370S GC mod 5%.
`CN1CCN(CC(=O)Nc2sc3c(c2C#N)CCC(C(C)(C)C)C3)CC1` (stereo not given) gave TDP1 inh 2% and N370S GC mod -15%.
Screening COc1ccc(NC(=O)CN2CCN(c3ccc(F)cc3)CC2)cc1Cl returned TDP1 inh 3%, FEN1 inh 10% and N370S GC mod -1%.
Screening CS(=O)(=O)N1N=C(c2ccc(Cl)cc2)CC1c1cccs1 (stereo not given) returned TDP1 inh 2%, FEN1 inh -8% and N370S GC mod 5%.
COc1ccc(-c2nnc3n2C(C)(C)Cc2cc(OC)c(OC)cc2-3)cc1 was read as TDP1 inh 2% and N370S GC mod 5%.
For C/C(Cn1nnc([N+](=O)[O-])n1)=N\NC(=O)c1ccc(O)cc1 the results were TDP1 inh 3%, FEN1 inh -4% and N370S GC mod -9%.
Screening CN(CC(=O)Nc1c(Cl)cccc1Cl)C(=O)c1ccncc1 returned TDP1 inh 4%, FEN1 inh -3% and N370S GC mod -12%.
For Cc1ccc(NC(=O)CSc2nc(-c3ccco3)cc(C(F)(F)F)n2)c(C)c1 the results were TDP1 inh -1% and FEN1 inh 4%.
For CCN(Cc1ccccc1)S(=O)(=O)c1c(C)[nH]c(C)c1C(=O)N1CCCC1 the results were TDP1 inh 2%, FEN1 inh 9% and N370S GC mod -3%.
CC1CCCN(C(=O)C(C)Nc2cc(Cl)ccc2N2CCOCC2)C1 (stereo not given) was read as TDP1 inh 7%, FEN1 inh 1% and N370S GC mod 1%.

Ordered by SMILES length (smallest number first): some entries from above.
For CCn1c(-c2csc3ccccc23)n[nH]c1=S the results were TDP1 inh 5%, FEN1 inh 0% and N370S GC mod 3%.
`O=C(/C=C/NCc1cccnc1)C(F)(F)C(F)(F)F` gave TDP1 inh 0%, FEN1 inh 1% and N370S GC mod -1%.
Screening CN(CC(=O)Nc1c(Cl)cccc1Cl)C(=O)c1ccncc1 returned TDP1 inh 4%, FEN1 inh -3% and N370S GC mod -12%.
Screening CS(=O)(=O)N1N=C(c2ccc(Cl)cc2)CC1c1cccs1 (stereo not given) returned TDP1 inh 2%, FEN1 inh -8% and N370S GC mod 5%.
`CN1CCN(CC(=O)Nc2sc3c(c2C#N)CCC(C(C)(C)C)C3)CC1` (stereo not given) gave TDP1 inh 2% and N370S GC mod -15%.
For CCN(Cc1ccccc1)S(=O)(=O)c1c(C)[nH]c(C)c1C(=O)N1CCCC1 the results were TDP1 inh 2%, FEN1 inh 9% and N370S GC mod -3%.
Cc1cc(N2CCCCC2)nc2ccc(NC(=O)/C=C/c3ccccc3OC(C)C)cc12 was read as TDP1 inh 6% and FEN1 inh -7%.

Further entries
`COc1cccc(C(=O)C2CCCN(C(=O)c3ccccn3)C2)c1` (stereo not given) gave TDP1 inh 2%, FEN1 inh -6% and N370S GC mod 3%.
For C/C(=N\NC(=O)c1cccc(O)c1)c1cccc(NC(=O)c2ccc(F)cc2)c1 the results were TDP1 inh 7%, FEN1 inh 1% and N370S GC mod -4%.
`COc1ccccc1/C=C/C(=O)c1c2c(c(C)[nH]c1=O)CCCC2` gave TDP1 inh 7%, FEN1 inh 12% and N370S GC mod 16%.
Screening CCOc1ccc(C(=O)CCC(=O)Nc2ccc(C)cn2)cc1 returned TDP1 inh 0%[0.505 µM], FEN1 inh 0% and N370S GC mod -1%.
`O=C1COc2ccc(S(=O)(=O)CCC(=O)N3CCN(c4ccccc4)CC3)cc2N1` gave TDP1 inh 4%, FEN1 inh 6% and N370S GC mod 2%.
For CSC1=C(C#N)C(c2ccccc2Cl)C(C(C)=O)=C(C)N1 (stereo not given) the results were TDP1 inh 0%, FEN1 inh -11% and N370S GC mod -4%.
Screening O=C(Nc1nnc(C2CC2)s1)c1cccs1 returned TDP1 inh 5%, FEN1 inh 5% and N370S GC mod -15%.
CC1CCN(c2nn3c(=O)c(C(=O)NCc4ccc(Cl)cc4)cnc3s2)CC1 was read as TDP1 inh -3% and FEN1 inh -2%.
For C=CCc1cc(/C=C2/NC(=O)N(CC)C2=O)cc(OCC)c1OCc1ccc(C(=O)O)cc1 the results were TDP1 inh -3%, FEN1 inh -10% and N370S GC mod -21%.
For Nn1c(SCC(=O)Nc2ccc3c(c2)OCCO3)nnc1-c1ccccn1 the results were TDP1 inh 3%, FEN1 inh -3% and N370S GC mod -7%.
Cc1ccc(NC(=S)N2CCN(Cc3ccccc3)CC2)cc1 was read as TDP1 inh 4%, FEN1 inh -10% and N370S GC mod -19%.
C=CCNc1nc(Cl)ncc1F was read as TDP1 inh 3%, FEN1 inh 6% and N370S GC mod -20%.
Screening COc1ccc(C(=O)NCCS(=O)(=O)NCCc2ccccc2)cc1 returned TDP1 inh -1%, FEN1 inh -12% and N370S GC mod -13%.
Screening Brc1csc(C=Nc2ccc3c(c2)OCCOCCOCCOCCO3)c1 returned TDP1 inh 5%, FEN1 inh 2% and N370S GC mod 3%.
For COc1ccc(-c2nnc3n2N=C(c2ccccc2OC)CS3)c(OC)c1 the results were TDP1 inh 9% and N370S GC mod 16%.
`CCOC(=O)c1c(NC(=O)/C=C/c2ccccc2)sc2c1CCCC2` gave TDP1 inh -3%[12.3 µM] and FEN1 inh 10%.
Screening COc1cccc(-c2nn3c(=O)cc(CN4CCN(C(=O)/C=C/c5ccccc5)CC4)nc3s2)c1 returned TDP1 inh 5% and FEN1 inh -4%.
For O=C1CC(NN2CCCCC2)C(=O)N1c1ccccc1 (stereo not given) the results were TDP1 inh -1%, FEN1 inh 7% and N370S GC mod 6%.
`CC(C)c1cc(Br)ccc1OCCCN1C(=O)NC(C)(C)C1=O` gave TDP1 inh 4%, FEN1 inh -14% and N370S GC mod -3%.
`CC1CCN(S(=O)(=O)N2CCC(C(=O)NCCC3=CCCCC3)CC2)CC1` gave TDP1 inh 1%, FEN1 inh -6% and N370S GC mod 13%.
Screening O=C(CCCc1c[nH]c2ccccc12)NCc1cccs1 returned TDP1 inh 5%, FEN1 inh 16% and N370S GC mod -3%.
`Cc1cccc(C)c1-n1ncc(C(=O)NC2CCCC2)c1C1CCN(C(=O)OC(C)(C)C)CC1` gave TDP1 inh 0% and FEN1 inh 21%.
`C=CCNCCOCCOc1ccc(C)cc1Br` gave TDP1 inh 11%, FEN1 inh 18% and N370S GC mod -9%.
Screening Cc1ccc(NC(=O)Nc2cccs2)c(Cl)c1 returned TDP1 inh 4%, FEN1 inh -4% and N370S GC mod -4%.
CC(=O)c1ccc(OCCN2CCOCC2)cc1 was read as TDP1 inh -4%, FEN1 inh -1% and N370S GC mod 3%.
For COc1cc(-c2nc3ccccn3c2/N=C/c2cc(OC)c(O)cc2Cl)ccc1O the results were TDP1 inh -5%, FEN1 inh inconclusive and N370S GC mod inconclusive.
Cc1cc(C)nc(SCCn2c(N3CCOCC3)nc3c2c(=O)[nH]c(=O)n3C)n1 was read as TDP1 inh -3%, FEN1 inh -2% and N370S GC mod 11%.
Screening COc1ccc(S(=O)(=O)N2CCCCC2)cc1NC(=O)c1ccc(CS(C)(=O)=O)cc1 returned TDP1 inh 2% and FEN1 inh 11%.
`COc1ccc(CNC(=O)CSc2nnnn2Cc2ccccc2)cc1` gave TDP1 inh -2%, FEN1 inh -1% and N370S GC mod -26%.
`CCN(CC)S(=O)(=O)c1cccc(C(=O)NC(C)C(c2cccs2)N2CCCC2)c1` (stereo not given) gave TDP1 inh 2%, FEN1 inh 12% and N370S GC mod -8%.
COCCNc1nc(-c2ccccc2C)nc2ccccc12 was read as TDP1 inh -15%[56.1 µM] and N370S GC mod inconclusive.
O=C(NNC(=O)c1ccccc1O)c1ccc(NS(=O)(=O)c2ccc(F)c(F)c2)cc1 was read as FEN1 inh 1% and N370S GC mod -24%.
`Cc1ccc(-c2ccc(CCC(=O)O)n2-c2ccc(C(N)=O)cc2)cc1` gave TDP1 inh 5% and FEN1 inh 21%.
`Cc1cc(-c2ccco2)c(C#N)c2nc3ccccc3n12` gave TDP1 inh -4%, FEN1 inh inconclusive and N370S GC mod 16%.
Screening COc1ccc(/C(C)=N/NC(=S)NCc2ccco2)cc1 returned TDP1 inh 11%, FEN1 inh -3% and N370S GC mod -19%.

Screening data (PubChem BioAssay)
